HSP90 refold inh = HSP90 refolding inhibition in rabbit reticulocyte lysate; luciferase refolding luminescence, 3 h; inhibition, % at 5.6 µM; actives 0.91% (n = 290,000); AID 1789;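 active means inhibition above the screen-wide mean plus 3 SD, computed separately per campaign, cut at about 16% in these data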;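 further: 0% = DMSO wells and 100% = 60 µM geldanamycin wells; inhibitors lower the luminescence because luciferase stays unfolded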
Platelet DG rel = platelet dense granule release activity | human platelet-rich plasma, SFLLRN dense granule ATP release, luminescence | inhibition, %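 (compounds screened at 7.5 µM in platelet-rich plasma)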 | actives 0.22% (n = 300,000) | AID 1663;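 active means mean replicate score, as percent of positive control, at or above 50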
aSyn UTR inh = 5' untranslated region of α-synuclein, MLPCN primary screen | alpha-synuclein 5'UTR reporter, inhibitor activity | AID 1813 | actives 0.82% (n = 300,000) | inhibition, % (tested at 7.5 µM); in the data active means inhibition above about 60%;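 further: H4 neuroglioblastoma cells stably carrying SNCA 5'UTR luciferase fusion; 0% = DMSO wells and 100% = positive control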
HDAC3 inhib = blocks human histone deacetylase 3 | O15379 | recombinant HDAC3, fluorogenic peptide/trypsin coupled, fluorescence | inhibition, % at 8.3 µM | actives 0.15% (n = 320,000) | AID 2718; in the data active means inhibition above about 26%, passing the limit was not always enough
Target sequence (O15379 whole entry, looked up): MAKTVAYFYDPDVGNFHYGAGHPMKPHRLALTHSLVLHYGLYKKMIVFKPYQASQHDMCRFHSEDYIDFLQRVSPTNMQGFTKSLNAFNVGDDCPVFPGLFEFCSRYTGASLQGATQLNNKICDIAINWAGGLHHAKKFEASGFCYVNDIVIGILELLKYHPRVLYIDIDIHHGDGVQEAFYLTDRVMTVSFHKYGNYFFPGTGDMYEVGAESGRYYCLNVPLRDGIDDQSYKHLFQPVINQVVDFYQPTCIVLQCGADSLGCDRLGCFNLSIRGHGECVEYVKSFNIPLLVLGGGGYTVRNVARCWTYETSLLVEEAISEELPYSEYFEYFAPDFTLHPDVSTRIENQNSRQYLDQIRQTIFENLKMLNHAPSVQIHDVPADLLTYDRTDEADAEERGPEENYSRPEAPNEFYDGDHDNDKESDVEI
HIF activator = HIF pathway transcriptional activation. U2OS HRE-luciferase reporter, luminescence; normalized: DMSO 0%, desferrioxamine 100%. activation, % at 7.5 µM (by protocol). actives 0.32% (n = 300,000). AID 1910;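 active means mean activation of at least 10% of the iron chelator positive control signal, with at least half of replicates also reaching 10%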
KLF5 inhibitor = kruppel-like factor 5 inhibition | actives 0.23% (n = 290,000) | DLD-1 KLF5 promoter-luciferase reporter, luminescence | inhibition, % at 5 µM | AID 1700;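 active means inhibition above a per-plate limit of that plate's mean compound inhibition plus 3 SD, cut at about 60% in these data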;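 further: 0% = DMSO wells and 100% = LY294002 at 200 µM; higher means less KLF5 promoter-driven luciferase light; inactives centre near -14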
AI-2 QS mod = modulators of Vibrio harveyi AI-2 quorum sensing system | AID 2094 | activity change, % at 7.5 µM | actives 0.4% (n = 300,000) | Vibrio harveyi JMH597 AI-2 luminescence/OD600 ratio, 9 h; active compounds read low; strain lacks LuxN and CqsS sensors; 0 = neutral-control median; in the data active means activity change below about -75%, passing the limit was not always enough;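 further: luminescence divided by OD600 gain over 9 h not by final OD600 alone; inactives centre near 13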
HSF1 activator = increases HSF-1 driven luciferase reporter signal | AID 504408 | activation, % at 9 µM | actives 1.7% (n = 300,000) | NIH3T3-HGL HSF-1 luciferase reporter, MG132, 8 h; 100% = twice DMSO control signal;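 active means mean replicate activation of at least 50% with a set share of replicates each reaching 50%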;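 further: 0% = median of the neutral control wells and 100% = twice that signal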
HSF1 inh = HSF1 inhibition | NIH3T3-HGL HSE-luciferase, MG132-induced, luminescence 8 h; active compounds read low | activity change, negative = inhibition, % at 7.5 µM (by protocol) | actives 0.77% (n = 300,000) | AID 2098;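 active means more than half of replicate wells show activity change below -50%, luminescence cut by over half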;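 further: luciferase reports HSF-1 transcriptional activity via heat shock element; 0% = median of DMSO wells and -100% = zero luminescence signal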
IEC-6 cytotox = IEC-6 cytotoxicity, counter-screen for KLF5 inhibitors; luminescence viability; inhibition, % at 5 µM; actives 0.78% (n = 290,000); AID 1825; in the data active means inhibition above about 22%;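 further: 0% = plate median of test compound wells and 100% = cytotoxic reference compound wells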
The depositor's hits bear a star; nt = not tested or not shown.

SMILES	HSP90 refold inh	Platelet DG rel	aSyn UTR inh	HDAC3 inhib	HIF activator	KLF5 inhibitor	AI-2 QS mod	HSF1 activator	HSF1 inh	IEC-6 cytotox
NC1=NC(=O)C(Cc2ccc(OC(F)(F)F)cc2)S1 (stereo not drawn)	4	-1	13	-1	0.8	-56	27	-12	5	2
O=C(NCc1ccc(F)cc1)C1CC(=O)N(Cc2ccco2)C1 (stereo not drawn)	-4	-8	-36	0	0.0	-33	13	-1	0	-10
Cc1ccc(C(=O)c2c[nH]c(C(=O)NCc3cccnc3)c2)cc1	0	-6	-9	1	-0.1	-56	14	4	1	-1
CC(Sc1nc(-c2ccccc2)cc(C(F)(F)F)n1)C(=O)N1CCC(C(N)=O)CC1 (stereo not drawn)	7	-4	12	0	-0.1	1	3	0	-7	7
Cn1c(CCN2CCOCC2)nc2cc(NS(=O)(=O)c3ccccc3)ccc21	4	0	-16	-2	0.3	1	9	5	-1	3
COC(=O)C1(C)NC(c2ccccc2C)C2C(=O)N(c3ccc(F)cc3)C(=O)C21 (stereo not drawn)	2	6	14	-9	1.1	-19	nt	-8	-4	5
Cc1cccc(NS(=O)(=O)c2cc(C(=O)N3CCN(C)CC3)ccc2C)c1	2	-5	8	-9	0.0	-10	24	-4	0	2
Cc1cccc(C)c1NC(=O)C1(N2C(=O)CC2c2ccccc2)CCCCC1 (stereo not drawn)	-5	-4	-42	-1	-0.6	6	2	3	5	-2
O=c1c(C=NCC2CCCO2)c(-c2ccccc2)[nH]n1-c1ccc([N+](=O)[O-])cc1 (stereo not drawn)	6	8	-38	4	1.0	0	14	2	-2	-9
COc1ccc(-c2cc(C(F)(F)F)nc(-n3cc(Cl)cn3)n2)cc1	3	6	17	-10	0.2	-18	6	6	2	4
O=C1c2ccccc2C(=O)N1CCc1c[nH]c2ccccc12	-2	1	-172	0	2.5	-146	9	43	15	-2
CCN(CC(=O)Nc1c(F)cccc1F)C(=O)c1ccc2ncsc2c1	nt	0	4	-6	-0.1	nt	10	-11	-2	nt
C=CCn1c(SCc2nc3ccccc3c(=O)[nH]2)nnc1-c1cc2cc(Cl)ccc2o1	4	2	-9	-1	0.0	19	1	30	11	5
Cc1ccc(S(=O)(=O)N2CCN(c3cc4c(cc3[N+](=O)[O-])n(C)c(=O)n4C)CC2)cc1	2	-1	1	10	-0.6	-7	48	15	5	-7
COc1cccc(OCc2cc(C(=O)N3CCN(C4CCCC4)CC3)no2)c1	2	4	-11	3	0.1	18	11	3	1	11
OCC[C@@H]1C[C@@H](O)[C@H](O)[C@]2(CCc3ccccc3CO2)O1	-2	-15	6	2	-1.2	-13	0	-11	-5	2
O=C(NCCNC(=O)C(c1ccccc1)c1ccccc1)c1ccco1	-1	-1	9	4	-0.2	11	2	-2	0	-3
CCn1c(O)c(N=NC(=O)CNC(=O)c2ccco2)c2ccccc21	2	11	3	11	0.2	-10	10	nt	nt	-2
CCCNC(=O)c1ccc(N2CCC3(CC2)CC(c2ccc(Cl)cc2)=NO3)c([N+](=O)[O-])c1	-4	-5	15	0	0.1	-1	28	-8	-2	6
CC(=O)Nc1ccc(NC(=O)c2cccc(Oc3ccccc3)c2)cc1	0	12	-18	0	0.4	-17	18	-19	0	9
O=c1cc(N2CCOCC2)c2ccccc2o1	0	-9	0	-1	-45	2	14	7	-15	0
O=S(=O)(Nc1nnc(-c2ccccc2)s1)c1ccc(Cl)cc1	5	-6	-5	2	-0.1	-37	113	17	7	3
COc1cccc(C2/C(=C(/O)c3ccc4c(c3)OCO4)C(=O)C(=O)N2CCN2CCOCC2)c1 (stereo not drawn)	3	-15	-23	3	-0.1	-43	-5	-3	8	-1
Cc1ccc2ccc(S(=O)(=O)NCc3ccco3)cc2c1	-4	-18	-13	-2	0.6	-27	46	22	1	5
O=[N+]([O-])c1ccc2c(c1)[nH]c(=S)n2-c1ccccc1	7	-6	-10	12	-0.4	-28	14	-8	-15	7

12 entries from above, bar-delimited:
compound | HSP90 refold inh | Platelet DG rel | aSyn UTR inh | HDAC3 inhib | HIF activator | KLF5 inhibitor | AI-2 QS mod | HSF1 activator | HSF1 inh | IEC-6 cytotox
NC1=NC(=O)C(Cc2ccc(OC(F)(F)F)cc2)S1 (stereo not drawn) | 4 | -1 | 13 | -1 | 0.8 | -56 | 27 | -12 | 5 | 2
O=C(NCc1ccc(F)cc1)C1CC(=O)N(Cc2ccco2)C1 (stereo not drawn) | -4 | -8 | -36 | 0 | 0.0 | -33 | 13 | -1 | 0 | -10
Cc1ccc(C(=O)c2c[nH]c(C(=O)NCc3cccnc3)c2)cc1 | 0 | -6 | -9 | 1 | -0.1 | -56 | 14 | 4 | 1 | -1
CC(Sc1nc(-c2ccccc2)cc(C(F)(F)F)n1)C(=O)N1CCC(C(N)=O)CC1 (stereo not drawn) | 7 | -4 | 12 | 0 | -0.1 | 1 | 3 | 0 | -7 | 7
Cn1c(CCN2CCOCC2)nc2cc(NS(=O)(=O)c3ccccc3)ccc21 | 4 | 0 | -16 | -2 | 0.3 | 1 | 9 | 5 | -1 | 3
COC(=O)C1(C)NC(c2ccccc2C)C2C(=O)N(c3ccc(F)cc3)C(=O)C21 (stereo not drawn) | 2 | 6 | 14 | -9 | 1.1 | -19 | nt | -8 | -4 | 5
Cc1cccc(NS(=O)(=O)c2cc(C(=O)N3CCN(C)CC3)ccc2C)c1 | 2 | -5 | 8 | -9 | 0.0 | -10 | 24 | -4 | 0 | 2
Cc1cccc(C)c1NC(=O)C1(N2C(=O)CC2c2ccccc2)CCCCC1 (stereo not drawn) | -5 | -4 | -42 | -1 | -0.6 | 6 | 2 | 3 | 5 | -2
O=c1c(C=NCC2CCCO2)c(-c2ccccc2)[nH]n1-c1ccc([N+](=O)[O-])cc1 (stereo not drawn) | 6 | 8 | -38 | 4 | 1.0 | 0 | 14 | 2 | -2 | -9
COc1ccc(-c2cc(C(F)(F)F)nc(-n3cc(Cl)cn3)n2)cc1 | 3 | 6 | 17 | -10 | 0.2 | -18 | 6 | 6 | 2 | 4
O=C1c2ccccc2C(=O)N1CCc1c[nH]c2ccccc12 | -2 | 1 | -172 | 0 | 2.5 | -146 | 9 | 43 | 15 | -2
CCN(CC(=O)Nc1c(F)cccc1F)C(=O)c1ccc2ncsc2c1 | nt | 0 | 4 | -6 | -0.1 | nt | 10 | -11 | -2 | nt

The list goes on.
SMILES	HSP90 refold inh	Platelet DG rel	aSyn UTR inh	HDAC3 inhib	HIF activator	KLF5 inhibitor	AI-2 QS mod	HSF1 activator	HSF1 inh	IEC-6 cytotox
CC(c1ccccc1)n1cnc2ccccc2c1=O (stereo not drawn)	-2	7	12	2	0.2	-23	18	1	-4	-4
Cc1ccc2c(N)[nH]nc2n1	-1	2	-27	3	-0.1	-61	42	-12	-3	-7
Cn1nc(C(F)(F)F)c(/C=N/OC(=O)c2ccccc2)c1Cl	-2	-6	18	-2	-0.5	-15	18	-5	-4	-10
Cc1ccc(CNc2cc(C(=O)O)ccc2C)s1	-1	-3	9	1	-0.3	-41	16	7	-7	3
CCOC(=O)N1CCN(S(=O)(=O)c2ccc(OC)c3ccccc23)CC1	2	15	1	2	-0.4	-14	1	-1	-12	-2
CC(C)(O)C#Cc1ccc(C(=O)N2CCCC2C(=O)O)s1 (stereo not drawn)	-4	11	18	0	-0.2	-44	13	-11	-3	-2
CN(C)/C=C/C(=O)c1ccccc1	-8	1	-12	4	-0.2	-70	23	39	16	-3
CC(C)c1cc(CNC(=O)CC2C(=O)NCCN2CC2CCCCC2)on1 (stereo not drawn)	-5	-6	9	0	-0.5	-4	-8	49	27	1
O=C(COc1ccc(Cl)cc1Cl)OCC(=O)N1CCCc2ccccc21	3	6	4	8	0.2	-19	2	-10	-4	-4
COc1ccc(OC)c(C(=O)CSc2nccc(-c3ccc(Br)cc3)n2)c1	4	1	24	-3	0.0	-24	15	-15	-1	6
O=C(Nc1ccc(F)cc1F)c1ccccc1-c1ccccc1	-2	-31	-56	5	0.1	-4	23	14	28	0
COc1ccc(S(=O)(=O)N2CCC(NC(=O)c3ccccc3)CC2)cc1	11	nt	15	1	0.0	-2	-8	4	-2	0
COc1ccccc1-c1nnc(SCc2ccccn2)n1C	-2	-8	-5	5	-0.2	-12	24	49	13	-3
COc1ccc(C(=O)NCc2ccccn2)cc1[N+](=O)[O-]	0	-1	-30	-1	-0.6	-26	32	-4	-5	7
COc1ccc(CCN(Cc2cc3cccc(C)c3[nH]c2=O)C(=O)N2CCCC2)cc1OC	-2	7	9	1	0.1	-7	5	23	10	4
CCN(CC(=O)Nc1ccccc1C(F)(F)F)C(=O)CCSc1ccc(F)cc1	nt	-8	-2	3	-0.3	nt	13	0	-8	nt
COc1cccc(C2c3[nH]c4ccccc4c3C[C@H]3C(=O)N(c4ccccc4C(=O)N4CCC[C@H]4C(=O)O)C(=O)N23)c1 (stereo partly drawn)	-3	3	12	2	0.3	-11	9	-8	-5	9
CCS(=O)(=O)N1CCN=C1SCc1ccc(F)cc1	-5	-5	3	6	-0.4	-24	17	8	-1	-10
OC(CNCc1ccc(Cl)cc1)COc1ccccc1 (stereo not drawn)	2	1	14	-4	-0.3	-12	-1	9	3	-3
Cc1ccc(-c2nnc(SCC(=O)N/N=C/c3ccccc3C(=O)O)n2-c2ccc(Cl)cc2)cc1	3	2	14	4	nt	-15	10	nt	nt	-6
O=c1cc(-c2ccc([N+](=O)[O-])cc2)nc2cc(-c3ccc(F)cc3)[nH]n12	-1	-4	-5	2	-0.5	-20	27	8	-4	-2
CC(=O)c1cccc(NS(=O)(=O)c2ccc(N/C=C/C(=O)c3ccc(F)cc3)cc2)c1	-1	-8	9	2	-0.7	-16	18	21	-6	-1
CC(=O)Nc1cc2c(cc1C(=O)C(C)C)OCCO2	4	0	4	-2	0.0	1	34	2	-6	3
COC(=O)C(C)N(C(=O)c1cccc(Cl)c1)c1c(C)cccc1C (stereo not drawn)	1	0	2	4	0.1	3	20	-11	2	-2
Cc1csc(C(C)N(C)C(=O)c2ccc(OC3CCN(Cc4ccccn4)CC3)cc2)n1 (stereo not drawn)	-1	-4	-7	-4	-0.1	-29	17	2	2	-11
Later entries.
SMILES	HSP90 refold inh	Platelet DG rel	aSyn UTR inh	HDAC3 inhib	HIF activator	KLF5 inhibitor	AI-2 QS mod	HSF1 activator	HSF1 inh	IEC-6 cytotox
CCCCCCSc1cccc(-c2nc3cc(C)ccn3c2NC2CCCCC2)c1	nt	-2	7	-6	-3.5	nt	19	-8	5	nt
N#Cc1nc(-c2ccco2)oc1NCc1cccnc1	-2	-22	21	-6	-0.1	-19	24	0	-1	3
CCC(=O)OC1c2ccccc2C(=O)N1Cc1ccccc1 (stereo not drawn)	-1	-2	0	2	-0.3	4	23	7	-1	-1
O=C1NC(=O)C2(COC(c3ccccc3Cl)OC2)S1 (stereo not drawn)	-3	8	0	-2	0.0	8	7	14	1	-7
COCCCNCCC(CCC(C)C)c1ccc2c(c1)OCO2 (stereo not drawn)	2	2	-8	-6	0.1	-30	61	4	-11	4
CN(C)CCCNC(=S)NCC(c1ccc(Cl)cc1Cl)c1c[nH]c2ccccc12 (stereo not drawn)	1	5	111*	6	-1.7	-37	12	18	13	10
Cc1ccc(-n2ncc3c(N4CCN(c5ccccc5)CC4)ncnc32)c(C)c1	2	1	-62	-5	4.4	-21	21	-29	-23	1

Screens (PubChem BioAssay)
